Compound activity from PubChem BioAssay.
ALDH1A1 inh = qHTS Assay for Inhibitors of Aldehyde Dehydrogenase 1 (ALDH1A1) | Aldehyde dehydrogenase 1A1 (Homo sapiens), P00352 | Purified ALDH1A1, NADH fluorescence, propionaldehyde substrate | Potency, µM (doses to about 75.3 µM), for inactives: top-dose activity, negative = inhibition, hits mostly inhibitors | 220,000 tested, 7.3% active | AID 1030, 2008; active means well fitted inhibition curve with a large enough effect, not every such curve was filed as active; inconclusive means small, poorly fitted or top-dose-only effect, or another doubt; inactive means no such curve, though single readings can be large or run the other way;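 further: plate controls were no enzyme wells and a reference inhibitor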
Target sequence (P00352 whole entry, looked up): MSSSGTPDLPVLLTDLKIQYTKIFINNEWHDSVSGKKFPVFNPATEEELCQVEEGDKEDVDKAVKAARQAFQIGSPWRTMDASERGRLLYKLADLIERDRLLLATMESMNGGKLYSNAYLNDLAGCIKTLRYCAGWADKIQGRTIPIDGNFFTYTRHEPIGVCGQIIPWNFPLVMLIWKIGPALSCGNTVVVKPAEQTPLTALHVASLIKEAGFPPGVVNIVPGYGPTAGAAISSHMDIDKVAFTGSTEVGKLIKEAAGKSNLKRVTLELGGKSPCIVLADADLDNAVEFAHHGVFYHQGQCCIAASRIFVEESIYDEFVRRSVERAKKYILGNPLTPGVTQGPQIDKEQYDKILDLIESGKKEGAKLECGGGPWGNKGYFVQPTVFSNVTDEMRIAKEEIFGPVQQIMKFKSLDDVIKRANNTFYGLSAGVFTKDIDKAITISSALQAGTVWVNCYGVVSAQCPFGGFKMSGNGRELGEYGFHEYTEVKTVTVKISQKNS
HttQ103 aggreg = qHTS Multiplex Assay to Identify Dual Action Probes in a Cell Model of Huntington: Aggregate Formation (GFP). PC12 HttQ103-GFP aggregates, Acumen cytometry, 40 h. Potency, µM (highest dose often 46.1 µM), for inactives: at the highest dose activity change, negative = inhibition, actives largely listed as inhibitors. 220,000 tested, 1.1% active; further: on the % scale 0 is the no-effect control and ±100 the full control effect; nearly all actives have a fitted effect of over 60% in size
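Aggregate formation scored by laser-scanning cytometer (488 excitation, 500–530 emission) in lysed PC12 cells expressing Q103-GFP after 100 nM tebufenozide induction; library tested in dose series, with ATPLite reagent added in the multiplex.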
Tau fibril ThT = qHTS for Inhibitors of Tau Fibril Formation, Thioflavin T Binding. Microtubule-associated protein tau (Homo sapiens), P10636. recombinant tau K18 P301L, heparin-induced fibrillization, ThT fluorescence. Potency, µM (doses to about 57.4 µM), inactives show at the highest dose activity, negative = inhibition, hits mostly inhibitors. 270,000 tested, 2.1% active; further: on the % scale 0 is the no-effect control and ±100 the full control effect; nearly all actives have a fitted effect of over 55% in size
Target sequence (P10636 561-689 P618L limits assumed): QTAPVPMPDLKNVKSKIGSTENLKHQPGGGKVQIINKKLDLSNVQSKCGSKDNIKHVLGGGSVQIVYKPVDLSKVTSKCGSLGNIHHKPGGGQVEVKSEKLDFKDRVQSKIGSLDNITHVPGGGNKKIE
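Recombinant human tau K18 fragment […] carrying P301L, 15 uM unlabeled plus 0.24 uM Alexa 594-labeled, was fibrillized with 20 uM heparin in 100 mM sodium acetate pH 7 for 6 hr at 37 C; 30 uM ThT fluorescence read after 1 hr.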
SMN2 splice enh = qHTS Assay for Enhancers of SMN2 Splice Variant Expression; AID 1458, 2008; 210,000 tested, 2.8% active; HEK293 SMN2-luciferase splicing reporter, luminescence, 30-36 h; Potency, µM (series often up to 46.1 µM), for inactives: at the highest dose activity change, positive = activation, actives largely listed as activators; further: % of control where 0% means no effect; nearly all actives have a fitted effect of over 55% in size
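qHTS luciferase splicing reporter: luminescence rises when SMN2 exon 7 is included in transfected HEK293 cells. Compound exposure lasted 30-36 h at 37C, with 4.5 mM final sodium butyrate as control, followed by a ONE-Glo read.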
JMJD2E inh = qHTS Assay for Inhibitors of Human Jumonji Domain Containing 2E (JMJD2E). Lysine-specific demethylase 4E (Homo sapiens), B2RXH2. JMJD2E catalytic domain, FDH-coupled NADH fluorescence (FDH is formaldehyde dehydrogenase). Potency, µM (doses to about 57.1 µM), for the others: top-dose activity change, negative = inhibition, hits mostly inhibitors. 230,000 tested, 1.6% active; active means well fitted inhibition curve with a large enough effect, not every such curve was filed as active; inconclusive means small, poorly fitted or top-dose-only effect, or another doubt; inactive means no such curve, though single readings can be large or run the other way;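 further: 0% = wells with enzyme and -100% = buffer wells without enzyme; nearly all actives have a fitted effect of over 50% in size; many of its hits are not listed in these tables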
Target sequence (B2RXH2 1-337 limits assumed): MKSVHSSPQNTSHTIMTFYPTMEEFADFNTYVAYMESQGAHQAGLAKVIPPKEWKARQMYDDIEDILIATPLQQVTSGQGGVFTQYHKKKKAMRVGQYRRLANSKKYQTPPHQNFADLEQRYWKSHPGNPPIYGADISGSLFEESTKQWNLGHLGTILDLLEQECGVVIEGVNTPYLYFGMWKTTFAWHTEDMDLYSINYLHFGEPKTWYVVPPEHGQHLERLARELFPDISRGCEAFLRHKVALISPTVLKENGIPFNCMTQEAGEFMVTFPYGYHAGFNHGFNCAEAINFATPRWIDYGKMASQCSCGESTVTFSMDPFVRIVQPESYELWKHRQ
Tau fluor cs = Counterscreen qHTS for Inhibitors of Tau Fibril Formation, Fluorescence Polarization | Potency, µM (top dose mostly 57.7 µM), inactives show at the top dose activity change, negative = decrease | 280,000 tested, 0.93% active | tau K18 P301L (four-repeat tau fragment) Alexa594 fluorescence, heparin fibrillization; further: on the % scale 0 is the no-effect control and ±100 the full control effect; nearly all actives have a fitted effect of over 55% in size
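Human K18 P301L tau (15 uM unlabeled plus 0.24 uM Alexa 594-labeled, final) in 100 mM sodium acetate pH 7 was mixed with compound and 20 uM heparin and incubated 6 hr at 37 C.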
HTT cytoprotect = qHTS Multiplex Assay to Identify Dual Action Probes in a Cell Model of Huntington: Cytoprotection (ATP) | Potency, µM (top dose mostly 56.4 µM), inactives show cytoprotection (ATP increase), hits mostly activators | AID 1471, 2008 | 230,000 tested, 0.14% active | PC12 HTT-Q103 induced, cytoprotection, ATP luminescence, 40 h;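 further: % of control where 0% means no effect; nearly all actives have a fitted effect of over 45% in size; toxic huntingtin expression switched on by the ecdysone agonist tebufenozide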
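Quantitative HTS on tebufenozide-induced (100 nM) PC12 cells expressing HTTQ103 exon 1–GFP; compounds tested as a concentration series; survival measured via cellular ATP.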
Tau FP inhib = qHTS for Inhibitors of Tau Fibril Formation, Fluorescence Polarization; K18 P301L tau heparin fibrillization, Alexa594 FP, 6 h; 280,000 tested, 0.39% active; Microtubule-associated protein tau (Homo sapiens), P10636; Potency, µM (titrated, usually from 57.7 µM), for the others: at the highest dose activity, negative = inhibition, usual class: inhibitors; further: on the % scale 0 is the no-effect control and ±100 the full control effect; nearly all actives have a fitted effect of over 55% in size
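Compound effects on tau fibrillization are measured by Alexa 594 fluorescence polarization (ex 555, em 632 nm). K18 P301L tau is used at 15 uM with 0.24 uM labeled tracer, and 20 uM heparin induces aggregation over 6 hr at 37 C.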
An asterisk follows results filed as active; ? = inconclusive; / = no result given; [ ] = dose if it differs, or a comment. Unless noted, the call rests on the fitted dose curve; in most records, active means well fitted curve in the direction sought with a large enough effect; inconclusive means small, poorly fitted or top-dose-only effect, or another doubt; inactive means no such curve, though single readings can be large; an effect the other way counts as inactive or inconclusive. Potency means the concentration at half of the fitted maximal effect. A portion of the library; rates above refer to the full screens.

Below each compound: ALDH1A1 inh	HttQ103 aggreg	Tau fibril ThT	SMN2 splice enh	JMJD2E inh	Tau fluor cs	HTT cytoprotect	Tau FP inhib
CC(C)(C=O)C1=CC(=O)c2ccccc2C1=O
 : 1.6µM*	?	8.9µM*	-16%	4%	?	-45%[10 µM]	?
CS(=O)(=O)N(CC(O)Cn1c2ccccc2c2ccccc21)c1ccccc1 (stereo unspecified)
 : -1%	18%[9.22 µM]	-7%	25%	-5%	-24%	15%[10 µM]	4%
COc1cccc(C2C(C(=O)c3cccs3)=C(O)C(=O)N2CCCn2ccnc2)c1OC (stereo unspecified)
 : ?	?	-10%	-9%	-4%	-3%	-63%[inhibitor][10 µM]	-1%
CCOc1ccccc1Nc1ncccc1C(=O)O
 : -5%	?	-20%	-18%	7%	-13%	-7%[10 µM]	1%
COc1cc2[nH]c(=O)n(CCCCCC(=O)N3CCN(c4ccccn4)CC3)c(=O)c2cc1OC
 : ?	22%	?	-9%	?	-13%	5%	-7%
NC1(C(=O)O)CCC1
 : -1%	/	?	/	5%	-19%	?	6%
COc1ccccc1/C=C/c1nc(C#N)c(NC(C)c2ccccc2)o1 (stereo unspecified)
 : /	/	?	-1%	/	11µM*[quencher]	/	9%
c1ccc(Cc2nnc3sc(C4COc5ccccc5O4)nn23)cc1 (stereo unspecified)
 : 25µM*	-32%	?	2%	-2%	-9%	24%[10 µM]	-4%
Cc1sc2nc(SCC(=O)N(CCO)CCO)nc(N)c2c1C
 : 7%	19%[9.22 µM]	-10%	/	0%	-14%	-10%[10 µM]	-5%
COc1ccc(N2CCN(C(=O)CSc3nnc(-c4ccco4)n3C)CC2)cc1
 : ?	7%[9.22 µM]	-13%	/	2%	-7%	4%[10 µM]	4%
COc1cccc(NC(=O)N2CCCC2C(=O)Nc2ccc3c(c2)OCO3)c1 (stereo unspecified)
 : 5%	3%	3%	10%	6%	7%	-14%[10 µM]	7%
O=C(CSc1nc2ccccc2[nH]1)NC1CCCc2ccccc21 (stereo unspecified)
 : -3%	2%	8%	-2%	4%	-8%	-1%[10 µM]	5%
CCOC(=O)/C(C#N)=C/C1=C(N2CCOCC2)CC(C)(C)OC1
 : /	37%[9.22 µM]	-16%	/	?	1%	23%[10 µM]	1%
CCCCCCCCCCCCN1C(=O)CSC1c1cccnc1 (stereo unspecified)
 : -15%	10%[9.22 µM]	?	/	-13%	-15%	36%[10 µM]	7%
Fc1ccccc1Nc1nc2c(s1)CCc1ccccc1-2
 : 5%	-4%	-8%	?	3%	-9%	/	2%
COc1ccc(C(=O)NCC(=O)OCC(=O)Nc2cccc(S(=O)(=O)N3CCCC3)c2)cc1
 : /	-11%[9.22 µM]	5%	/	-14%	-21%	6%[10 µM]	?
CCOC(=O)N1CCN(C(=O)Nc2ccc3nc(C)sc3c2)CC1
 : ?	-9%	?	?	?	1%	8%	3%
CN(C)CCNC(=O)c1ccc2c(c1)N(Cc1ccccc1)C(=O)c1ccccc1S2(=O)=O
 : /	/	-7%	-6%	/	-23%	/	-4%
CCCn1c(-c2ccccc2)nc2c(=O)n(C)c(=O)[nH]c21
 : ?	-7%	0%	-1%	?	4%	3%	0%
COc1ccc(S(=O)(=O)N2CCC(c3nnnn3-c3ccccc3)CC2)cc1OC
 : /	/	-8%	5%	/	-29%	/	0%
CC(C)C1Cc2nc(Cl)c(C#N)cc2CO1 (stereo unspecified)
 : -11%	-4%[9.22 µM]	-1%	/	?	-2%	-6%[10 µM]	7%
Cc1oc2ncnc(N3CCOCC3)c2c1C(=O)Nc1ccc(Br)cc1F
 : /	/	-1%	4%	/	-6%	/	2%
CC(C(=O)NCCc1ccc(F)cc1)N1CCN(Cc2ccccc2)CC1 (stereo unspecified)
 : -5%	8%	-8%	-9%	-1%	-13%	?	5%
CCOc1ccccc1N(CC(=O)Nc1cccnc1)S(=O)(=O)c1ccc(C)cc1
 : -7%	6%[9.22 µM]	-12%	/	-6%	-21%	18%[10 µM]	-12%
COC(=O)c1c(NC(=O)CSc2ccccc2N)sc(C)c1C
 : -10%	-2%	-7%	-20%	-7%	-25%	0%	-2%
CCc1ccc(NC(=O)C(C)OC(=O)/C=C/c2cccc([N+](=O)[O-])c2)cc1 (stereo unspecified)
 : 6%	-6%	5%	5%	-3%	-8%	12%[10 µM]	-2%
Cc1cc(NC(=O)CN2CCN(C/C=C/c3ccccc3)CC2)c([N+](=O)[O-])cc1C
 : 5%	7%	-11%	5%	-4%	5%	-10%[10 µM]	0%
CS(=O)(=O)c1ccc2c(c1)SC1=NC(=O)/C(=C/c3ccco3)C(=N)N12
 : ?	5%	7.1µM*	9%	-14%	-18%	-21%	-1%
CC1=NN(c2ccccc2)C(=O)C1(C)C
 : 12%	10%	-3%	-12%	3%	1%	4%	-3%
Cc1ccc(-c2nnn(CC(=O)N(Cc3ccco3)C(C(=O)NC(C)(C)C)c3ccc(C)o3)n2)o1 (stereo unspecified)
 : -15%	7%[9.22 µM]	-14%	/	4%	-11%	16%[10 µM]	4%

The final 2 compounds of the part before open the next one.
Below each compound: ALDH1A1 inh	HttQ103 aggreg	Tau fibril ThT	SMN2 splice enh	JMJD2E inh	Tau fluor cs	HTT cytoprotect	Tau FP inhib
CC1=NN(c2ccccc2)C(=O)C1(C)C
 : 12%	10%	-3%	-12%	3%	1%	4%	-3%
Cc1ccc(-c2nnn(CC(=O)N(Cc3ccco3)C(C(=O)NC(C)(C)C)c3ccc(C)o3)n2)o1 (stereo unspecified)
 : -15%	7%[9.22 µM]	-14%	/	4%	-11%	16%[10 µM]	4%
Cn1nnnc1SCCNS(=O)(=O)c1ccccc1
 : -10%	-10%	3%	11%	0%	3%	12%	-3%
O=C(Nc1nc2n(n1)C(c1ccccc1)C=C(c1ccc(Cl)cc1)N2)c1ccco1 (stereo unspecified)
 : /	/	?	-19%	/	-17%	/	-5%
CC(Oc1ccccc1)c1ccn[nH]1 (stereo unspecified)
 : 4%	-4%[9.22 µM]	2%	8%	?	0%	-59%[inhibitor]	-1%
Cc1ccc(NC(=O)CN(C)C(=O)CCCN2C(=O)c3ccccc3C2=O)cc1
 : ?	-3%	0%	-1%	4%	1%	-9%	-8%
CCOC(=O)C1CCN(c2c(NCCCN3CCCCC3)c(=O)c2=O)CC1
 : /	-27%[9.22 µM]	/	/	13%	0%	4%[10 µM]	-1%
CCCOc1ccc(C(=O)NCC2OCCc3ccccc32)cc1 (stereo unspecified)
 : /	/	?	-10%	/	-12%	/	2%
CCCC1S/C(=N/N=C/c2ccc(OC)cc2)N(Cc2ccc(OC)cc2)C1=O (stereo unspecified)
 : 7%	7%	-5%	-25%	1%	-17%	12%	-4%
C[C@@H](C(=O)Nc1ccc2ccccc2c1)[C@H]1C[C@]1(C)[C@H](NC(=O)c1ccccc1)c1ccccc1
 : 0.79µM*	/	1%	-36%[inhibitor]	-13%	-17%	-92%[inhibitor]	?
C=CCN1CC2(c3ccccc3)CN(CC=C)CC(c3ccccc3)(C1)C2=O
 : 15%	-1%[9.22 µM]	-8%	/	-3%	-8%	13%[10 µM]	-3%
Cc1ccc(S(=O)(=O)Oc2ccc(/C=N/NC(=O)c3cccnc3)cc2)cc1
 : 13µM*	24%[9.22 µM]	-7%	9%	-18%	?	?	?
Cc1c(CCO)sc[n+]1CC(=O)OCCC12CC3CC(CC(C3)C1)C2
 : -9%	4%	15%	-22%	-1%	12%	-15%[10 µM]	0%
COc1ccccc1NC(=S)N(Cc1ccco1)Cc1cc2cc(C)c(C)cc2[nH]c1=O
 : -13%	-1%	-3%	-25%	-26%	-20%	-58%[inhibitor][10 µM]	-8%
CC(=O)N1CSCC1C(=O)O (stereo unspecified)
 : -7%	25%	-9%	-10%	0%	-3%	4%	-2%
Cc1cc(C(=O)NC(C)c2ccccc2)c2cc(F)ccc2n1 (stereo unspecified)
 : -11%	14%	0%	29%	-7%	-8%	-20%	-12%
Cc1nnsc1C(=O)NNc1c(Cl)cccc1Cl
 : /	-29%[9.22 µM]	-12%	/	3%	-10%	-5%[10 µM]	0%
CCOC(=O)CSc1nnc(Cc2ccccc2)n1CC1CCCO1 (stereo unspecified)
 : 8%	-7%	-4%	14%	7%	-4%	19%	-2%
CCOC(=O)c1[nH]c(C)c(C(=O)Nc2ccc(F)cc2)c1C
 : 8%	7%	-13%	6%	6%	-7%	7%	9%
COc1ccc(/C=C2\COc3ccccc3C2=O)cc1OC
 : ?	-6%	?	-11%	0%	7%	33%[0.074 µM]	2%
CCOc1cc(CNc2ccc(O)cc2)cc(Br)c1OCc1ccccc1
 : /	/	?	-13%	/	8.9µM*[quencher]	/	-1%
CC(C)(C)c1ccc(/C=C/C(=O)Nc2nncs2)cc1
 : -2%	-4%	1%	?	1%	-4%	7%[0.074 µM]	-12%
C=CCc1cccc(/C=N/NC(=O)CCCNc2ccc(C)cc2)c1O
 : -6%	?	?	-48%	?	11µM*[quencher]	27%[10 µM]	11%
CCCCOC(=O)C1=C(C)Nc2ncnn2C1c1ccc(OC)c(OC)c1 (stereo unspecified)
 : 4%	-11%	-11%	/	2%	-5%	29%	-1%
Cc1nn(-c2ccccc2)c2c1C(c1cccs1)C(C#N)=C(N)O2 (stereo unspecified)
 : 11µM*	9%	?	-3%	-23%	?	-13%	-5%
CC(C)(C)C(=O)NC(=O)Nc1ccccc1C(F)(F)F
 : 6%	-10%[9.22 µM]	-9%	/	8%	-12%	7%[10 µM]	-6%
CC(C)C(=O)NNc1ccccc1
 : 6%	-4%	-7%	-28%	-10%	-4%	/	0%
COc1cccc(CN(C)CC(=O)Nc2sc3c(c2C#N)CCC3)c1
 : ?	-5%	-17%	-27%	-15%	-16%	-23%	9%
